Vif-APOBEC3F blk: blocks the Vif interaction with APOBEC3F. HeLa A3F-eYFP + Vif (tagged APOBEC3F with the HIV-1 protein that degrades it), YFP fluorescence increase. Potency, µM (highest dose often 46.1 µM), without a hit: at the highest dose activity, negative = active. 390,000 tested, 0.2% active; also: % of control where 0% means no effect; nearly all actives have a fitted effect of over 65% in size
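HeLa cells stably expressing A3F-eYFP plus Vif, plated and incubated overnight at 37 deg C, then exposed to compounds overnight at 37 deg C. Blocked degradation read as raised yellow fluorescence (Ex 488/Em 500-530).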
USP1 inh: inhibitors of human USP1/UAF1 deubiquitinase; Potency, µM (highest dose often 57.1 µM), for the others: at the top dose activity change, negative = inhibition, most hits filed as inhibitors; 390,000 tested, 0.23% active; recombinant USP1/UAF1, Ub-Rhodamine cleavage fluorescence; AID 743255; also: % is scaled to controls: 0 for no effect and ±100 for the full control effect; nearly all actives have a fitted effect of over 60% in size; inactives centre near -12
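Step one: compound is pinned into 1nM USP1/UAF1 in HEPES pH 7.8 buffer with TCEP. Step two: 15 min room-temperature incubation. Step three: Ub-Rho (150nM final) starts cleavage, tracked by fluorescence over six one-minute reads.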
mIDH1 inhibitor: human IDH1 R132H inhibition | IDH1-R132H enzyme, NADPH consumption, diaphorase/resazurin fluorescence | AID 602179 | 390,000 tested, 0.093% active | Potency, µM (top dose mostly 76.6 µM), for inactives: top-dose activity change, negative = inhibition, actives largely listed as inhibitors | O75874; also: % is scaled to controls: 0 for no effect and ±100 for the full control effect; nearly all actives have a fitted effect of over 65% in size
Target sequence (O75874 whole entry R132H, stated change not applied): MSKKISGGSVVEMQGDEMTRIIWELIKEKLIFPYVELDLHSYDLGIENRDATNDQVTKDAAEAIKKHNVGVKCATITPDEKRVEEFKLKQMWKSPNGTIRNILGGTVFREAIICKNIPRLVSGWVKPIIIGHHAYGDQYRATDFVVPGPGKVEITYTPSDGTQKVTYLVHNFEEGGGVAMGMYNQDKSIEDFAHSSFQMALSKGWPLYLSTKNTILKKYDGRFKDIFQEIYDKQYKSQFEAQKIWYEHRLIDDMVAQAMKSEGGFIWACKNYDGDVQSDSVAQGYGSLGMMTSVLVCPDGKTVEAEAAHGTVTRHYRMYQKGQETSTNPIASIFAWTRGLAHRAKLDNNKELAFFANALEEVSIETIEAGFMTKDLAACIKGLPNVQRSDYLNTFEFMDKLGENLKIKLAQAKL
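IDH1-R132H (0.5 ug/mL) preincubated 30 min with compound, then NADPH (0.016 mM) and alpha-KG (2 mM) added; 80 min at RT, pH 7.5. Remaining NADPH coupled via diaphorase/resazurin to fluorescence (540/590 nm); concentration-response curves normalized to no-enzyme control.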
RGS4 inh: blocks human RGS4-accelerated GTP hydrolysis | P49798 | Potency, µM (highest dose often 114 µM), inactives show top-dose activity change, negative = inhibition, most hits filed as inhibitors | Transcreener GDP fluorescence polarization, RGS4-accelerated GTP hydrolysis | 390,000 tested, 0.039% active; also: % is scaled to controls: 0 for no effect and ±100 for the full control effect; nearly all actives have a fitted effect of over 75% in size; some results filed as inactive show a strong effect at the top dose
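MLSMR compounds (23 nl, pin-transferred) preincubated 10 min at room temperature with a 500nM (2x) first reagent, then RGS4 at 900nM (2x) plus Transcreener GDP mix added; fluorescence polarization (620/688 nm) read before and after 90 min at 30 °C.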
RXFP1 ag: agonists of human relaxin receptor RXFP1. AID 2676. Potency, µM (highest dose often 57.5 µM), inactives show at the top dose activation, hits mostly activators. 370,000 tested, 0.3% active. HEK293T-RXFP1 cAMP TR-FRET, 30 min; response scale: percent of porcine relaxin response, buffer zero; also: % is scaled to controls: 0 for no effect and ±100 for the full control effect; nearly all actives have a fitted effect of over 60% in size; many of its hits are not listed in these tables
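HEK293T cells stably expressing RXFP1 were pretreated with the PDE4 inhibitor Ro 20174, exposed to compounds for 30 min at 37C, lysed, and cAMP was read by TR-FRET. Data normalized to buffer (basal) and 29 nM porcine relaxin (100%).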
ALOX12 inh: inhibitors of human 12S-lipoxygenase ALOX12; Potency, µM (highest dose often 108 µM), without a hit: at the highest dose activity change, negative = inhibition, most hits filed as inhibitors; P18054; purified 12hLO, xylenol orange hydroperoxide absorbance; 580,000 tested, 1.1% active; also: % is scaled to controls: 0 for no effect and ±100 for the full control effect
Target sequence (P18054 whole entry, looked up): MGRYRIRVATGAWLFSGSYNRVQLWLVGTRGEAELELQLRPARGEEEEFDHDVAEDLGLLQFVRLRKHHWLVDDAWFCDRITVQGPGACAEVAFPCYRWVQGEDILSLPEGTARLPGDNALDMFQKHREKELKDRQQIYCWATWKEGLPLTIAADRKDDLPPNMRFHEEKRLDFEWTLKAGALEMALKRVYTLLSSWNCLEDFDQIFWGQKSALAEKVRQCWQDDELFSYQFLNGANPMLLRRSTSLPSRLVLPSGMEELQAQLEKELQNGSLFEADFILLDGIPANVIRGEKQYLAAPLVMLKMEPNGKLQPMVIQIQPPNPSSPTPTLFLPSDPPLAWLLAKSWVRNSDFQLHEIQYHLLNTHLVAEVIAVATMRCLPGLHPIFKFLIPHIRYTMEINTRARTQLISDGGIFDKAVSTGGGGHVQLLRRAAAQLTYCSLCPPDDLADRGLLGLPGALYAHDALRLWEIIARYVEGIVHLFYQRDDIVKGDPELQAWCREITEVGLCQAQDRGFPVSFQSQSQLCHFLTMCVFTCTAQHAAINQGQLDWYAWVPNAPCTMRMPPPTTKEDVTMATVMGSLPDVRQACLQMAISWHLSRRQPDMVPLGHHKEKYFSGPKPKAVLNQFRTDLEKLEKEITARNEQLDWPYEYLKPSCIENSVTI
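Purified human 12hLO at 150 nM in 25 mM Hepes, 0.01% Triton X-100, pH 7.0, preincubated 15 min at room temperature with compound. Reaction started with 40 uM arachidonic acid, 30 min at room temperature. Hydroperoxide measured by Fe-xylenol orange, 573/405 nm absorbance ratio.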
TrxR1 inh: rat TrxR1 inhibition | O89049 | recombinant rTrxR1, NADPH fluorescence consumption, selenite substrate | Potency, µM (titrated, usually from 114 µM), for the others: top-dose activity change, negative = inhibition, actives largely listed as inhibitors | 390,000 tested, 1% active | AID 588453; also: % is scaled to controls: 0 for no effect and ±100 for the full control effect; nearly all actives have a fitted effect of over 65% in size
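Rat TrxR1 (90 nM in the dispensed reagent) was pre-reduced with 400 uM NADPH for 5 min at room temperature, then incubated with compound for 15 min. After 400 uM selenite was added, NADPH fluorescence (Ex 340/Em 450 nm) was followed for 8 min.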
TrxR1 substrate: rat thioredoxin reductase 1 substrate activity | 390,000 tested, 0.01% active | Potency, µM (titrated, usually from 114 µM), for inactives: at the highest dose activity change, negative = substrate turnover | purified TrxR1 substrate turnover, NADPH consumption readout | AID 588456; also: % is scaled to controls: 0 for no effect and ±100 for the full control effect; nearly all actives have a fitted effect of over 50% in size
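Rat TrxR1, dispensed at 90 nM, was prereduced with 400 uM NADPH (final) for 5 min at ~22 deg C, then incubated with compound 15 min before 400 uM selenite. A first-read NADPH fluorescence drop versus no-compound background flagged substrates.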
Vif-A3G inh: blocks the Vif interaction with human APOBEC3G; Q9HC16; HeLa A3G-eYFP + Vif (tagged APOBEC3G with the HIV-1 protein that degrades it), YFP fluorescence, overnight; Potency, µM (titrated, usually from 46.1 µM), for the others: at the highest dose activity, negative = active, actives largely listed as inhibitors; 410,000 tested, 0.076% active; AID 602310;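 also: % is scaled to controls: 0 for no effect and ±100 for the full control effect; nearly all actives have a fitted effect of over 60% in size; hits raise eYFP signal because A3G escapes Vif-driven loss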
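Read-out is eYFP fluorescence (Ex 488/Em 500-530) from Vif-expressing HeLa A3G-eYFP cells; more signal means A3G escaped Vif-mediated degradation. Cells plated overnight, compound pinned in, incubated overnight at 37 deg C.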
* hit, by the source's call; ? = inconclusive; nt = no result given; & = joins results of further samples; [ ] = dose if it differs, or a comment. Calls follow the shape of the dose curve; as a rule, active = well fitted curve in the direction sought with a large enough effect; inconclusive = small, poorly fitted or top-dose-only effect, or another doubt; inactive = no such curve, though single readings can be large; an effect the other way counts as inactive or inconclusive. Potency is read from the fitted curve at half-maximal effect. A portion of the library, so the mix of outcomes need not match the whole.

SMILES	Vif-APOBEC3F blk	USP1 inh	mIDH1 inhibitor	RGS4 inh	RXFP1 ag	ALOX12 inh	TrxR1 inh	TrxR1 substrate	Vif-A3G inh
O=C(Nc1ccc(F)c(Cl)c1)N1CCN2CCCCC2C1 (configuration not stated)	11%	-18%	-11%	-1%	2.0%	2%	39%[activator]	15%	4%
CCOc1ccc(NC(=O)CSc2nnc(-c3ccccc3)n2N)cc1	0%	-18%	2%	-8%	-1.1%	0%	4%[57.1 µM]	8%[57.1 µM]	-14%
CCc1ccc(CN2CCC(Oc3cc(C(=O)NC4CC4)ccc3OC)CC2)cc1	-2%	-11%	-1%	nt	nt	-5%	nt	nt	0%
CCOC(=O)N1CCC(Nc2nc3ccccc3n3cnnc23)CC1	3%	-25%	0%	7%	nt	5%	17%	4%	1%
Cc1nc2ccc(NC(=O)c3cccc(S(=O)(=O)N4CC(C)OC(C)C4)c3)cc2s1 (configuration not stated)	1%	1%	2%	-1%	-0.3%	0%	15%[57.1 µM]	-11%	-3%
COc1cc(C(=O)NCC(c2ccc(N(C)C)cc2)N2CCCC2)cc(OC)c1OC (configuration not stated)	-1%	-15%	8%	-2%	-0.8%	-18%	13%[57.1 µM]	6%[57.1 µM]	3%
O=C(CN1C(=O)NC(c2ccccc2)(c2ccccc2)C1=O)NCc1ccc(F)cc1	6%	-18%	-7%	18%	nt	-7%	13%	-2%	-14%
O=C(Nc1cccc2ccccc12)c1cccc([N+](=O)[O-])c1	6%	-14%	0%	-16%	4.7%	11%	11%	-5%	2%
COc1ccc(CCN(C)C(=O)Cn2c(=O)oc3ccccc32)cc1OC	-1%	-9%	-1%	5%	0.2%	-4%	4%[57.1 µM]	5%[57.1 µM]	-1%
COC(=O)c1cccc(NC(=O)NC(=O)c2ccccc2Cl)c1	-8%	-22%	0%	10%	0.7%	164%[activator]	-7%	-6%	-11%
Cc1csc(SCC(=O)Nc2cccc(C)c2C)n1	4%	-6%	8%	-8%	-0.6%	162%&-49%[activator]	5%	-1%	-2%
COC(=O)c1oc2ccc(Br)cc2c1NC(=O)CCN1CCOCC1	-2%	-6%	-4%	45%	4.0%	-36%	0%	-1%	4%
Cc1cc(C(=O)Nc2ccc(CC(=O)O)cc2)c(C)o1	10%	-7%	-4%	17%	0.6%	20%	15%	-1%	4%
Cc1ccc(CNC(=O)CN(c2ccc(Cl)cc2)S(C)(=O)=O)cc1	-2%	-24%	0%	-6%	-0.6%	0%	8%	-6%	-2%
Cc1ccc(S(=O)(=O)c2c(N)n(NC(=O)c3ccccc3C)c3nc4ccccc4nc23)cc1	-9%	-15%	7%	-6%	0.9%	?	8%	79%[activator]	-4%
COc1ccc(CNc2n[nH]c(NCc3ccc(OC)c(OC)c3)n2)cc1OC	-1%	-16%	7%	-17%	1.4%	0%	20%[57.1 µM]	5%	0%
CC(C)OCCCn1c(SCC(=O)N2CCCC2=O)nc2ccccc2c1=O	8%	-26%	3%	4%	3.4%	-11%	-3%	-6%	0%
CC#CCN1c2ccccc2[C@]23C[C@@H](C(=O)OC)N(C(=O)NC4CCCCC4)C2=NC(C(=O)OC)=C(C(=O)OC)[C@H]13	7%	-9%	17%	-7%	nt	-6%	10%	-7%	-12%
Cc1ccc(S(=O)(=O)Nc2ccc(O)c(S(=O)(=O)c3ccc(C)cc3)c2)cc1	7%	-6%	-1%	-23%	-0.1%	?	-10%	-4%	-2%
COc1cccc2cc(C(=O)OCC(=O)NC3CCCC(C)C3C)c(=O)oc12 (configuration not stated)	?	-20%	10%	-3%	nt	-1%	0%[2.29 µM]	11%[57.1 µM]	1%
CC(C)C(NC(=O)c1ccc(F)cc1)C(=O)N1CCN(C(=O)c2ccco2)CC1 (configuration not stated)	2%	-14%	-4%	-7%	-1.5%	27%	9%	-5%	0%
CCOc1ccc(CN2CCc3nc(N4CCN(c5ccccn5)CC4)ncc3C2)cc1OC	-6%	-7%	34%	13%	-1.2%	-1%	-2%[57.1 µM]	-6%[57.1 µM]	4%
Cc1c(CN2CCN(C)C(CCO)C2)[nH]c2c(Cl)cccc12 (configuration not stated)	6%	-8%	3%	-32%	-0.7%	5%	1%[57.1 µM]	6%[57.1 µM]	0%
Cc1ccc(CNC(=O)CCc2nc3ccccc3c(=O)[nH]2)cc1	nt	-14%	4%	-18%	-0.6%	17%	-16%	-10%	0%
CCOC(=O)c1ccc(NC(=O)CCn2c(=O)c3cccn3c3cccnc32)cc1	1%	-10%	0%	-4%	16%	-10%	76%[activator]	64%[activator]	?
SMILES	Vif-APOBEC3F blk	USP1 inh	mIDH1 inhibitor	RGS4 inh	RXFP1 ag	ALOX12 inh	TrxR1 inh	TrxR1 substrate	Vif-A3G inh
CSc1ncc(Cl)c(C(=O)Nc2nc3ccc(F)cc3s2)n1	-2%	-15%	6%	-12%	1.5%	-7%	20%	-2%	0%
Cc1ccc(Nc2nc(-c3ccc(S(=O)(=O)N4CCOCC4)cc3)cs2)cc1Cl	2%	2%	-4%	11%	0.5%	1%&-20%	1%	12%	-10%
CSCCC(NC(=O)c1ccccc1)C(=O)NCCc1ccccc1 (configuration not stated)	4%	-21%	-10%	-2%	1.6%	?	13%	2%	0%
CCOC(=O)/C(N=Nc1c(Br)cc(Br)cc1Br)=C(\C)O	2%	-5%	1%	-5%[11.4 µM]	0.7%	?	-4%[57.1 µM]	-10%	-6%
Clc1ccc(-c2cc(C3CCNCC3)[nH]n2)cc1	-16%	-7%	-3%	-4%	1.3%	-24%	-4%[57.1 µM]	-2%[57.1 µM]	1%
COc1cc(Cl)c(C)cc1NC(=O)c1ccc(NS(=O)(=O)c2ccc(F)c(F)c2)cc1	-14%	7%	-10%	7%	8.0%	-1%	6%[57.1 µM]	10%[57.1 µM]	-7%
CCOC(=O)Cn1c(=O)oc2cc(S(=O)(=O)Nc3cc(OC)cc(OC)c3)ccc21	-3%	?	0%	9%	0.2%	-15%	15%	5%	7%
Cc1noc(C)c1NC(=O)N(C)C[C@H]1Oc2c(NC(=O)NC(C)C)cccc2C(=O)N([C@H](C)CO)C[C@@H]1C	-3%	-29%	-5%	0%	nt	-15%	9%	0%	0%
CCOC(=O)/C(C#N)=N/Nc1ccc(S(=O)(=O)Nc2cc(OC)nc(OC)n2)cc1	-18%	-22%	-2%	-1%	nt	0%	-25%	-20%	-1%
CCOC(=O)c1c(C)[nH]c(N=Nc2ccc(OC)cc2)c1C	-9%	-19%	4%	7%[56.9 µM]	0.0%	?	4%	-13%	0%
CC(C)[C@H](NC(N)=O)C(=O)Nc1cccc(S(=O)(=O)N2CCOCC2)c1	-2%	-4%	10%	-46%	3.3%	-11%	-4%	-3%	0%
Cc1cc(C)cc(Oc2nc3c(C)cccn3c(=O)c2/C=C(\C#N)c2nc3ccccc3[nH]2)c1	?	nt	-20%	22%	2.5%	-22%	0%	-5%	-6%
CCn1c(=O)c([N+](=O)[O-])c(NCCc2ccc(OC)c(OC)c2)c2ccccc21	0%	-20%	9%	11%	0.7%	-20%	-12%	-11%	-4%
Cc1ccc(S(=O)(=O)NCCSc2nnnn2-c2ccccc2)cc1	3%&-9%	-24%&-5%	12%&7%	-6%&-17%	-1.4%&-0.4%	?	5%&15%	-6%&-5%	1%&1%
COC(=O)C[C@H]1C[C@@H]2c3cc(NS(=O)(=O)c4ccc(OC)cc4)ccc3O[C@@H]2[C@H](CO)O1	-1%	?	0%	nt	nt	-14%	nt	nt	-6%
CN(C)C(CNC(=O)CSc1nc2sc3c(c2c(=O)n1C)CCC3)c1ccccc1 (configuration not stated)	5%	-7%	-1%	1%	0.6%	12%	4%	-5%	-1%
CC(N=Cc1c(O)c2ccccc2oc1=O)C(=O)O (configuration not stated)	0%	-14%	8%	-17%	4.3%	-2%	-11%	-11%	-4%
CCOc1ccc(C(=O)NCCc2csc(-c3cccc(F)c3)n2)cc1OCC	-5%	1%	-14%	0%	0.0%	-18%	3%[57.1 µM]	-7%[57.1 µM]	-2%
COc1ccccc1C1c2[nH]c3ccccc3c2CCN1Cc1ccc(NC(C)=O)s1 (configuration not stated)	-9%	-23%	2%	-2%	5.0%	-15%	19%	10%	-21%
O=C(Nc1ccc(NC(=O)c2cccs2)cn1)c1ccccc1	1%	-20%	5%	-32%	2.7%	1%	16%	6%	-3%

Reformatted in CSV form: entries from further up
Structure,Vif-APOBEC3F blk,USP1 inh,mIDH1 inhibitor,RGS4 inh,RXFP1 ag,ALOX12 inh,TrxR1 inh,TrxR1 substrate,Vif-A3G inh
CCOC(=O)c1c(C)[nH]c(N=Nc2ccc(OC)cc2)c1C,-9%,-19%,4%,7%[56.9 µM],0.0%,?,4%,-13%,0%
O=C(Nc1ccc(NC(=O)c2cccs2)cn1)c1ccccc1,1%,-20%,5%,-32%,2.7%,1%,16%,6%,-3%
CCOC(=O)Cn1c(=O)oc2cc(S(=O)(=O)Nc3cc(OC)cc(OC)c3)ccc21,-3%,?,0%,9%,0.2%,-15%,15%,5%,7%

High-throughput results: PubChem BioAssay, National Center for Advancing Translational Sciences (NCATS)
